GalR3 antagonist = GalR3 antagonists in HEK293 cells, primary screen, cell-based, fluorescence readout; Galanin receptor type 3 (Homo sapiens), O60755; HEK293 GalR3-CNG cAMP membrane potential fluorescence; galR3 body fused to GalR1 C-terminus; inhibition, % at 3 µM; actives 0.44% (n = 360,000);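 active means inhibition above the screen-wide average plus 3 SD, cut at about 13% in these data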;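 further: forskolin and galanin both at EC90 stimulate the cells; cAMP rise reported by CNG channel membrane potential dye signal; 0% = forskolin plus galanin with DMSO and 100% = forskolin alone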
Target sequence (O60755 1-299 limits assumed): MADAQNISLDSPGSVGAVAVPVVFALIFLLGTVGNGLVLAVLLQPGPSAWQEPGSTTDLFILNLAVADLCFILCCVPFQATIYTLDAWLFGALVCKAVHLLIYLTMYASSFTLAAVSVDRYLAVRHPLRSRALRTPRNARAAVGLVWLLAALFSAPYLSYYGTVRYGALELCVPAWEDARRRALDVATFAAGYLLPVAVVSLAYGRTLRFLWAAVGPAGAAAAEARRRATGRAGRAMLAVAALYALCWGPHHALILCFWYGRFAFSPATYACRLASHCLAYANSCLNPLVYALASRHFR
An asterisk follows results filed as active. An excerpt. The share of hits here may be higher or lower than overall.

mol,GalR3 antagonist
C[C@@H]1COc2cccc(N3CCSCC3)c2S(=O)(=O)N1,-5
O=C(NC1CC1)c1cc(Cl)nc2ccccc12,-3
CC(=NNC(=S)N1CCN(C2CCCCCC2)CC1)c1ccccn1,-7
Cc1ccnc(NS(=O)(=O)c2ccc(NC(=O)c3cccc(Cl)c3)cc2)n1,-7
O=S(=O)(CS(=O)(=O)c1ccc(Br)cc1)c1ccc(Br)cc1,-7
C#Cc1ccc(NC(=O)C2(C)CCN2C(=O)Cc2ccc(-c3ccccc3)cc2)cc1 (stereo unspecified),44*
OC[C@@H]1CN(Cc2ccc(F)cc2)C[C@H](n2cnc3c(NC4CC4)ncnc32)O1,-1
COc1ccc(C)cc1S(=O)(=O)NCc1ccccn1,-5
O=S(=O)(c1cccs1)N1CCCCC1,-7
CCOC(=O)C1=CCN(S(=O)(=O)c2cccc(Cl)c2)C1c1cccc(C)c1 (stereo unspecified),-7
CC1(C(=O)NS(=O)(=O)c2cccc(Cl)c2)CCN1C(=O)Cc1ccccc1 (stereo unspecified),0
O=CNc1cc(-c2ccoc2)cn2c(-c3ccc(F)cc3)cnc12,-3

Remaining list, next part.
mol,GalR3 antagonist
O=S1(=O)N[C@H](Cc2ccccc2)COc2cc(N3CCN(Cc4ccccc4F)CC3)ccc21,-7
CC(C)Cc1nnc(NC(=O)c2ccc(S(=O)(=O)N3CCCC3)cc2)s1,-4
Cc1ccc(NC(=O)COC(=O)CCc2c[nH]c3ccccc23)cc1,-5
CCCCN(C(=O)c1ccc(S(=O)(=O)N(C)c2ccccc2)cc1)c1c(N)n(CCC)c(=O)[nH]c1=O,-7
O=C(c1ccccc1Cl)N1CCN(C(=O)C2CCCO2)CC1 (stereo unspecified),-5
OC(c1cccc(CN2CCCCC2)c1)c1ncc(-c2ccccc2Cl)[nH]1 (stereo unspecified),-7
Nc1ccc2c3c(cccc13)-c1ccccc1-2,-5
c1ccc(COc2cccc(-c3cc4nc(NCCN5CCOCC5)ccn4n3)c2)cc1,-3
CCOC(=O)C1CCCN(C(=O)Cc2ccc(OC)c(OC)c2)CC1 (stereo unspecified),-10
Cc1cc(C)cc(C(O)c2ncc(-c3cccc(C(F)(F)F)c3)[nH]2)c1 (stereo unspecified),-6
CN1CCCC1=Nc1ccccc1,2
CC(O)(c1cccnc1)c1nc(-c2ccoc2)cs1 (stereo unspecified),1

(cont.)
mol,GalR3 antagonist
Cc1cn([C@H]2C[C@H](O)[C@@H](CNCc3ccc(Oc4cc(-n5cccn5)ncn4)cc3)O2)c(=O)[nH]c1=O,-7
CC(=O)c1ccccc1NC(=O)CSCc1nc2sc(C)c(C)c2c(=O)[nH]1,-3
CCOc1cc(C(=O)Nc2ccc(C(=O)NCCN(CC)CC)cc2)ccc1OCC(=O)N1CCOCC1,-5
CCCCN(CCCNC(=O)c1ccc2c(c1)NC(=O)CN2C)c1ccccc1,-5
CCN(C(=O)COC(=O)c1cccc2ccccc12)c1c(N)n(Cc2ccccc2)c(=O)[nH]c1=O,-6
Cc1ccc2nc(-c3ccc(F)cc3)c(Cc3cccc(Cl)c3)n2c1,-8
CN(C)CCCNC(=O)C[C@H]1C[C@H](C(=O)N2CCCCC2)[C@@]2(CCc3ccccc3)c3[nH]c4cc(-c5ccco5)ccc4c3CCN2C1=O,-6
Cc1ccsc1C(=O)Nc1cc(Cl)ccc1-n1cncn1,-3
CCC(=O)Nc1cc2c(cc1Cl)-c1ccccc1C2,-6
COC(=O)C[C@@H]1C[C@@H]2c3cc(NS(=O)(=O)c4ccc(F)cc4)ccc3O[C@@H]2[C@@H](CO)O1,-9
O=C(Cn1sc2ccccc2c1=O)Nc1ccc(Cl)cc1,-6
CCCCn1cnc2c(SCc3ccccn3)nc(N)nc21,-6

Other records:
mol,GalR3 antagonist
C[C@@H]1CN([C@@H](C)CO)C(=O)CCCn2nncc2CO[C@H]1CN(C)S(=O)(=O)c1ccc(C#N)cc1,-4
COc1cc2cc(c1Cl)N(C)C(=O)CC(OC(=O)C(C)N(C)C(C)=O)C1(C)OC1C(C)C1CC(O)(NC(=O)O1)C(OC)C=CC=C(C)C2 (stereo unspecified),-4
CN(Cc1ccco1)C(=O)CSc1nc(C2CC2)n(-c2ccccc2)n1,-4
COc1cc2c(cc1OC)[C@@H](NC(=O)C(C)C)[C@H](O)C2,4
COc1cccc(-c2cc(NC=O)c3ncc(-c4ccc(OC)c(OC)c4)n3c2)c1,38*
Nc1[nH]c(C(=O)c2ccc(Br)cc2)c(-c2ccccn2)c1C(=O)NCCc1c[nH]c2ccccc12,1
COc1ccc(CN2C(=O)CN(S(C)(=O)=O)CC2(C)C(=O)NCc2ccccc2)cc1OC (stereo unspecified),-2
CSc1ccccc1-c1ccc2nccn2c1,-4
COc1ccc(-c2ccc3nccn3c2)cc1,-6
COc1ccc(CNC(=O)COC(=O)c2c(NC(C)=O)sc(C)c2C)cc1OC,-7
CCCCN1C(=O)C(CC(=O)NCCCCc2ccccc2)CC(C(=O)N2CCCCCC2)=C1C (stereo unspecified),-7
CCN1CCN(c2ccc(S(=O)(=O)N3CCCCC3)cc2NC(=O)/C=C/c2ccc(Cl)cc2)CC1,-5

(more compounds)
SMILES	GalR3 antagonist
Cc1noc(C)c1C(=O)N1CCC1(C)C(=O)NS(=O)(=O)c1cccc(OC(F)F)c1 (stereo unspecified)	-8
O=c1[nH]c(=S)c2[nH]c(=S)n(-c3ccccc3)c2[nH]1	-6
O=C(C[C@@H]1C[C@@H]2c3cc(NS(=O)(=O)c4ccc(F)cc4)ccc3O[C@@H]2[C@@H](CO)O1)NC1CCCCC1	-7
CC1OC(=O)c2cc3ccccc3nc21 (stereo unspecified)	-3
C[C@@H]1CN([C@@H](C)CO)S(=O)(=O)c2ccc(Br)cc2O[C@@H]1CN(C)S(=O)(=O)c1ccc(F)cc1	-4
CCCN(CCC)Cc1cc(=O)oc2cc(C)ccc12	-1
S=C(NCCc1ccccc1)N1CCC2CC1c1cc(-c3ccc4c(c3)OCO4)ccc12 (stereo unspecified)	-7
O=C1NC[C@H](Cc2ccccc2)N(C[C@@H]2CCCN2C[C@H](Cc2ccc(O)cc2)N2C[C@H](Cc3ccccc3)N(CCc3ccccc3)C(=O)C2=O)C1=O	-7
C[C@@H]1CN([C@H](C)CO)C(=O)CCCn2nncc2CO[C@H]1CN(C)C	-5
C[C@@H]1CN([C@H](C)CO)C(=O)c2cc(Br)cnc2O[C@H]1CN(C)Cc1cccnc1	-3
CN1CCC(NC(=O)C2(C)CCN2Cc2ccc3ccccc3c2)CC1 (stereo unspecified)	-9
CNc1ccc2ncc(-c3ccccc3C(C)=O)n2n1	-1
Cc1ccc(C)c(N2N=C(C(=O)OCc3nnc(-c4cccs4)o3)CCC2=O)c1	-3
CC[C@]12c3[nH]c4ccc(Cl)cc4c3CCN1C(=O)[C@@H](CC(=O)NCc1ccco1)C[C@@H]2C(=O)N1CCN(C(=O)c2ccco2)CC1	-6
COC(=O)/C=C\C(C#N)(C#N)N=Cc1ccc(OC)cc1	-1

Next results.
SMILES	GalR3 antagonist
Cc1ccc2oc(NC3=NC4(CCCC4)C4=C(CCCC4=O)N3)nc2c1	-6
CCCCn1c(N)c(N(Cc2ccccc2OC)C(=O)CSCC(=O)Nc2ccc(C)cc2)c(=O)[nH]c1=O	-2
CCOC(=O)c1sc(=S)[nH]c1C	-5
COCC(=O)N(C)[C@H]1C[C@H]2c3cc(N4CCN(C)CC4)ccc3CCN2C(=O)[C@H]1[C@H](C)O	-3
COCC(=O)N1CCCC(C)(C(=O)Nc2cccc(Oc3ccccc3)c2)C1 (stereo unspecified)	-6
CSCC[C@@H](CO)NC(=O)[C@H]1O[C@@H](n2ccc(=O)[nH]c2=O)[C@H](O)[C@@H]1O	-7
CN(C)c1ccc(CC(=O)N2CCCCC2c2cc(C(=O)Nc3ccccc3Cl)no2)cc1 (stereo unspecified)	-5
COC(=O)C1=C(C)N(Cc2cccc(C(F)(F)F)c2)C(=NCc2ccc3c(c2)OCO3)NC1c1cccc(C(F)(F)F)c1 (stereo unspecified)	-6
COc1ccc(C(C#N)=C2C=C(Cl)C(=NO)C=C2Cl)cc1	-7
OCc1cccc(-c2csc(C(O)(c3ccccc3)C(F)(F)F)n2)c1 (stereo unspecified)	3
CCOC(=O)C1=CCN(S(=O)(=O)c2ccc(F)cc2)C1c1ccc(Br)cc1 (stereo unspecified)	-4
COc1cccc(CN(C)C(=O)CC[C@H]2O[C@@H](n3cnc4c(NC(=O)c5ccccc5)ncnc43)[C@H](O)[C@@H]2O)c1	-5
Cn1nc(C(C)(C)C)cc1N1C(=O)CCC1(C)C(=O)Nc1ccc2c(c1)OCCO2 (stereo unspecified)	-3
CCN(CC(=O)Nc1c(F)cccc1F)C(=O)CCCN1C(=O)c2ccccc2C1=O	4
O=S1(=O)CC(N2CC=CC2)CN1Cc1cn(Cc2ccc(F)cc2)nn1 (stereo unspecified)	1

Structural class: those above with a cyano group (3)
SMILES	GalR3 antagonist
C[C@@H]1CN([C@@H](C)CO)C(=O)CCCn2nncc2CO[C@H]1CN(C)S(=O)(=O)c1ccc(C#N)cc1	-4
COC(=O)/C=C\C(C#N)(C#N)N=Cc1ccc(OC)cc1	-1
COc1ccc(C(C#N)=C2C=C(Cl)C(=NO)C=C2Cl)cc1	-7

Remaining list, next part.
SMILES	GalR3 antagonist
C=CC[C@]1(c2ccccc2)C(=O)N2C[C@H]3CON(C)[C@H]3C[C@H]2c2ccccc21	0
COC(=O)c1ccc(N2C(c3cc(OC)cc(OC)c3)=Cc3ccc(OC)cc3C2CC(=O)c2ccco2)cc1 (stereo unspecified)	-5
CCOc1ccccc1Nc1cc(C)nc2ccccc12	-9
Cc1ccc2nc(-c3cccc(Br)c3)c(Cc3ccccn3)n2c1	-6
CC1(C(=O)NS(=O)(=O)c2ccccc2Cl)CCN1C(=O)Cc1cccs1 (stereo unspecified)	2
CCCn1cnnc1CNC(=O)[C@@H](Cc1ccccc1)NC(=O)[C@H]1O[C@@H](n2ccc(=O)[nH]c2=O)[C@H](O)[C@@H]1O	-7
COc1ccc(OCC(=O)N2CCc3ccccc32)c([N+](=O)[O-])c1	-8
Cc1ccc(S(=O)(=O)N2C[C@@]3(O)Cn4c(=O)ccc(=O)n4C[C@@]3(OC(=O)NCC3CCCCC3)C2)cc1	-7
Cc1cccc(C)c1OCC(=O)Nc1cccc(S(=O)(=O)N2CCCCCC2)c1	-4
C[C@H]1CN([C@@H](C)CO)C(=O)CCCn2cc(nn2)CO[C@@H]1CN(C)C(=O)Nc1cccc(F)c1	-3
N#CC(Cc1cccs1)c1nc2ccccc2[nH]1 (stereo unspecified)	-2
OCC1OC(n2cnc3c(NCc4ccco4)ncnc32)C(O)C1O (stereo unspecified)	86*
CC1(c2ccc(Cl)cc2Cl)NC(=O)N(CC(=O)NCCC2=CCCCC2)C1=O (stereo unspecified)	-3
CN1OC[C@@H]2CN(Cc3ccccc3)[C@H](c3ccc(-n4ccnc4)cc3)C[C@@H]21	1
CCC(=O)N1CCCC(C)(C(=O)Nc2nccc3cccnc23)C1 (stereo unspecified)	-7

The listing continues.
SMILES	GalR3 antagonist
CN1CCN(C(=O)C2=NOC3(C2)C(=O)Nc2ccccc23)CC1 (stereo unspecified)	2
COc1ccc(S(=O)(=O)N2CCOCC2)cc1NC(=O)COC(=O)CCS(=O)(=O)c1ccc(C)cc1	-2
O=C1NC2(c3ccccc3)NC(=O)NC2(c2ccccc2)N1 (stereo unspecified)	5
O=C(O)c1cc(O)ccc1O	-1
COc1cccc(C(O)c2ncc(-c3ccc(Cl)cc3)[nH]2)c1 (stereo unspecified)	-5
Cc1ccc(C)c(N2CCN(C(=O)CCc3nc(-c4ccccc4Cl)no3)CC2)c1	-7
CCOC(=O)C1=C(C(=O)OCC)C2N(Cc3ccc(C#N)cc3)c3ccccc3[C@@]23C[C@@H](C(=O)OC)N(S(=O)(=O)c2ccccc2)C3=N1 (stereo partly specified)	-6
Cc1c(C(=O)NCc2ccc(Cl)c(Cl)c2)sc(=O)n1Cc1cccc(F)c1	-5
CCc1nc2c(OCc3ccc(C(=O)N(C)C)cc3)cccn2c1N(C)C(=O)Nc1ccccc1OC	-9
COCCNc1nc(NCc2cccc(OC)c2)c2sccc2n1	0
COc1ccc(Cl)cc1CNC[C@H]1O[C@@H](n2ccc(N)nc2=O)[C@H](O)[C@@H]1O	-4
CNC(=O)NC(=O)CSc1ccc(S(=O)(=O)N(C)C2CCCCC2)cn1	2
COc1ccc(NC(=O)CN(C)CC(=O)Nc2cccc3ccccc23)c(OC)c1	-4
COC(=O)/C=C1\OCc2cccc(C)c21	-6
Cn1c(=O)[nH]c(=O)c2c1nc(Br)n2Cc1ccc(Cl)cc1	-2

Entries shown so far containing a furan ring, fused or not:
SMILES	GalR3 antagonist
O=CNc1cc(-c2ccoc2)cn2c(-c3ccc(F)cc3)cnc12	-3
CC(O)(c1cccnc1)c1nc(-c2ccoc2)cs1 (stereo unspecified)	1
CN(C)CCCNC(=O)C[C@H]1C[C@H](C(=O)N2CCCCC2)[C@@]2(CCc3ccccc3)c3[nH]c4cc(-c5ccco5)ccc4c3CCN2C1=O	-6
CN(Cc1ccco1)C(=O)CSc1nc(C2CC2)n(-c2ccccc2)n1	-4
CC[C@]12c3[nH]c4ccc(Cl)cc4c3CCN1C(=O)[C@@H](CC(=O)NCc1ccco1)C[C@@H]2C(=O)N1CCN(C(=O)c2ccco2)CC1	-6
COC(=O)c1ccc(N2C(c3cc(OC)cc(OC)c3)=Cc3ccc(OC)cc3C2CC(=O)c2ccco2)cc1 (stereo unspecified)	-5
OCC1OC(n2cnc3c(NCc4ccco4)ncnc32)C(O)C1O (stereo unspecified)	86*

(cont.)
SMILES	GalR3 antagonist
N#Cc1ccc(Nc2nc(-c3ccccc3)c(C(=O)c3ccccc3)s2)cc1	-5
Cc1ccc(NC(=O)N2CC(C)OC(C)C2)cc1[N+](=O)[O-] (stereo unspecified)	-7
COc1ccc(C(C(=O)NC2CCCC2)n2c(C3CCN(C(C)=O)CC3)nc3ccccc32)cc1 (stereo unspecified)	-1
Cc1ccc(S(=O)(=O)NC(=O)C2(C)CCN2C(=O)C2(c3ccc(Cl)cc3)CCC2)nc1 (stereo unspecified)	-4
CCOC(=O)C1(C)CCCN1C(=O)c1ccc(C(=O)OC)cc1 (stereo unspecified)	-7

Screening results (PubChem BioAssay)
